Screening data as filed in PubChem BioAssay.
Rab9 promoter act – activators of Rab9 promoter | Huh7 Rab9 promoter-luciferase reporter, luminescence, 24 h | Potency, µM (doses to about 9.22 µM), for inactives: top-dose activation, negative = inhibition, most hits filed as activators | 2.8% of 320,000 active; further: potency means the concentration at half of the fitted maximal effect; % of control where 0% means no effect; nearly all actives have a fitted effect of over 60% in size
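Rab9 promoter-driven luciferase in stably transfected Huh7 cells; 1500 cells/well rested 2 h, exposed to compound in DMSO for 24 h at 37 °C, 5% CO2. Luminescence read 10 min after adding luciferase reagent at ambient temperature.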
RORgamma inh – inhibitors of mouse ROR gamma transcriptional activity. Drosophila S2 Gal4-RORgamma UAS-luciferase reporter, 20 h. Potency, µM (doses to about 53.6 µM), for the others: at the highest dose activity change, negative = inhibition, most hits filed as inhibitors. 5.4% of 310,000 active; further: potency means the concentration at half of the fitted maximal effect; on the % scale 0 is the no-effect control and ±100 the full control effect; nearly all actives have a fitted effect of over 60% in size
Target sequence (P51450 whole entry, looked up, the tested form may be a part): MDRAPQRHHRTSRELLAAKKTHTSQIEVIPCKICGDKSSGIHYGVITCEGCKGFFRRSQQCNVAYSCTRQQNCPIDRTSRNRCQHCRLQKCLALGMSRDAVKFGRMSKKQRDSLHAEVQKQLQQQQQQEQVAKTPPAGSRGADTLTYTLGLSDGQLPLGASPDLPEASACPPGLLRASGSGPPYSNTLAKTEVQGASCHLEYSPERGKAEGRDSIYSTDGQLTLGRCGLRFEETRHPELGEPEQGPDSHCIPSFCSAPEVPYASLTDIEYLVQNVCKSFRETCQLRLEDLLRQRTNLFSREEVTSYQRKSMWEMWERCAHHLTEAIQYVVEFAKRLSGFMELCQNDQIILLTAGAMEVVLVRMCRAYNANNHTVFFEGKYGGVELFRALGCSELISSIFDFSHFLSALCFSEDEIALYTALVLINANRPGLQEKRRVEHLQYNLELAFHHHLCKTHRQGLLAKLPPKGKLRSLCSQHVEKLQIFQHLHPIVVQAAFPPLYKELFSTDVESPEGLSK
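Using a luciferase readout, inhibitors were identified by reduced reporter activity in Drosophila cells coexpressing a copper-inducible Gal4–ROR gamma fusion and UAS-driven Photinus luciferase, incubated 20 hr after 700 uM copper sulfate.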
VP16 counter – counter-screen for ROR gamma inhibitors: Gal4-VP16 reporter; Potency, µM (top dose mostly 53.6 µM), for the others: at the highest dose activity, negative = inhibition, most hits filed as inhibitors; Drosophila S2 Gal4-VP16 UAS-luciferase, luminescence, 20 h; 3.5% of 310,000 active;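 further: Gal4-VP16 expression switched on by copper sulfate through the metallothionein promoter; potency means the concentration at half of the fitted maximal effect; on the % scale 0 is the no-effect control and ±100 the full control effect; nearly all actives have a fitted effect of over 50% in size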
NPC1 promoter act – activators of NPC1 promoter; Huh7 NPC1 promoter luciferase reporter, 24 h; Potency, µM (top dose mostly 9.22 µM), for the others: top-dose activation, hits mostly activators; 2.4% of 320,000 active; AID 485313;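 further: potency means the concentration at half of the fitted maximal effect; % of control where 0% means no effect; nearly all actives have a fitted effect of over 60% in size; reporter is driven by a mutant NPC1 promoter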
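Stably transfected Huh7 (NPC1 promoter→luciferase), 1500 cells/well in Opti-MEM + 10% FBS, 2 h settle, then compound 24 h at 37 °C. Luminescence after 10 min with Amplite reagent.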
p53 reactivator – re-activators of mutant p53; Potency, µM (doses to about 92.2 µM), without a hit: top-dose activity change, positive = activation, usual class: activators; AID 504706; H1299 p53-A138V BP100-luciferase reporter, luminescence, 24 h; 0.063% of 320,000 active; further: potency means the concentration at half of the fitted maximal effect; % of control where 0% means no effect; nearly all actives have a fitted effect of over 45% in size
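H1299 (p53-null), stable ts p53-A138V + BP100-Luc; 1000 cells/well, Opti-MEM/10% FBS; cpd 4 pt, 1:5; 24 h, 37 deg C, 5% CO2; detection reagent 10 min RT; luminescence.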
Tb PFK inh – T. brucei PFK enzyme inhibition; T. brucei PFK, ADP-Glo luminescence; Potency, µM (highest dose often 57.5 µM), inactives show top-dose activity, negative = inhibition, most hits filed as inhibitors; O15648; AID 485367; 0.17% of 330,000 active;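 further: potency means the concentration at half of the fitted maximal effect; 0% = uninhibited 1x PFK enzyme wells and -100% = no-enzyme wells; nearly all actives have a fitted effect of over 60% in size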
Target sequence (O15648 whole entry, looked up): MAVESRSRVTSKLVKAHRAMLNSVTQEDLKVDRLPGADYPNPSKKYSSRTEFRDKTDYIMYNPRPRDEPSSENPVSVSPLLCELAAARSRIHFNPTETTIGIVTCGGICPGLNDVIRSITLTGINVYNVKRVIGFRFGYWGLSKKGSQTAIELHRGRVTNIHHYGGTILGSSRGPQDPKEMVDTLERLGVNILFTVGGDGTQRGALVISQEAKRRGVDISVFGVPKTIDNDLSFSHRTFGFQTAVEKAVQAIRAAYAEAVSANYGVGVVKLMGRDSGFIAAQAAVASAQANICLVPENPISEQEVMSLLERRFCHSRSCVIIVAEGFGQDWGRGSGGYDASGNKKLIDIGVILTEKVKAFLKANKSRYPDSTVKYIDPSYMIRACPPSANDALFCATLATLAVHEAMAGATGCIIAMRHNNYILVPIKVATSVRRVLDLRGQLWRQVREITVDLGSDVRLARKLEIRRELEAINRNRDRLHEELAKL
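PFK 1.25 nM, F6P 0.5 mM, ATP 0.1 mM, 0.1 M TEA pH 8.0, 5 mM MgCl2, 0.01% Tween20, 0.1% BSA; 45 min RT. ADP-Glo readout. qHTS titration up to 57 uM; curves fitted, compounds curve-classed.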
BRCA1 expr act – BRCA1 expression activation. MCF7-BRCA1-FFLuc reporter, luminescence, 48 h; response scale: scaled: vehicle 0%, 10 µM genistein 100%. Potency, µM (top dose mostly 46.1 µM), for the others: top-dose activation, hits mostly activators. 1.1% of 380,000 active. AID 624202; further: potency means the concentration at half of the fitted maximal effect; nearly all actives have a fitted effect of over 80% in size; some results filed as inactive show a strong effect at the top dose
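Cells: MCF7-BRCA1-FFLuc, 2000/well. Exposure: 48 h, 37 °C, 5% CO2. Read: luminescence, 15 min post-substrate. Controls: genistein 10 microM (maximal activation), DMSO (neutral).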
TRPV1 agonist – human TRPV1 agonism. 0.19% of 320,000 active. activation, % at 8.33 µM. TRPV1-expressing cells, Fluo-8 calcium influx, agonist mode; in the data active means activation above about 80%; inconclusive means between about 30% and that limit; further: 0% is about no effect
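TRPV1-expressing cells were cultured overnight at 35.5C and loaded with Fluo-8 calcium dye for 40 to 90 min at room temperature. After a 10 s baseline, compound was added and calcium influx was read kinetically for 3 min (ex 480/em 520 nm).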
FLuc counter – inhibits or activates purified firefly luciferase, miR-21 counter-screen; P08659; purified FLuc, Km substrates, luminescence inhibition; Potency, µM (series often up to 57.5 µM), for inactives: at the top dose activity change, negative = inhibition, hits mostly inhibitors; 6.9% of 360,000 active;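 further: potency means the concentration at half of the fitted maximal effect; plate controls were vehicle for no effect and reference inhibitor for full effect; nearly all actives have a fitted effect of over 55% in size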
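Biochemical qHTS of compounds, final roughly 60 µM downward over six points, against 10 nM purified firefly luciferase using Km concentrations of substrates (10 uM D-luciferin, 10 uM ATP) in Tris acetate pH 7.5 buffer; luminescence output.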
ELG1 genotox – inducers of genotoxicity in HEK293T ELG1-luciferase cells | HEK293T ELG1-luciferase reporter, luminescence, 16 h | Potency, µM (series often up to 46 µM), inactives show at the top dose activity change, positive = activation, actives largely listed as activators | 1.3% of 330,000 active | AID 504466; further: potency means the concentration at half of the fitted maximal effect; % of control where 0% means no effect; nearly all actives have a fitted effect of over 60% in size
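Reporter readout depends on ELG1 protein level, which increases with genetic stress. After 16 hr compound exposure at 37 °C, luciferase activity was quantified using ONE-Glo.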
ELG1 repair inh – blocks ELG1-dependent DNA repair in HEK293T cells | HEK293T ELG1-luciferase reporter, luminescence, 16 h; DNA damage induced by 5-fluorouridine | Potency, µM (titrated, usually from 46.1 µM), for inactives: at the top dose activity change, negative = inhibition, most hits filed as inhibitors | 2.3% of 330,000 active; further: potency means the concentration at half of the fitted maximal effect; on the % scale 0 is the no-effect control and ±100 the full control effect; nearly all actives have a fitted effect of over 55% in size
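Cells (2,000 per well) received 5-fluorouridine plus test compound or DMSO and were incubated 16 hr at 37 °C, 5% CO2. Luciferase activity was read by luminescence 30 min after ONE-Glo addition; signal suppression marked inhibition of damage-induced ELG1 function.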
Numbers without * were called inactive; ? = inconclusive; nt = no result given; [ ] = another dose, or the depositor's remark. Unless noted, the call rests on the fitted dose curve; in most records, active means well fitted curve in the direction sought with a large enough effect; inconclusive means small, poorly fitted or top-dose-only effect, or another doubt; inactive means no such curve, though single readings can be large; an effect the other way counts as inactive or inconclusive. Not a hit list (roughly 15% active in at least one column).

SMILES	Rab9 promoter act	RORgamma inh	VP16 counter	NPC1 promoter act	p53 reactivator	Tb PFK inh	BRCA1 expr act	TRPV1 agonist	FLuc counter	ELG1 genotox	ELG1 repair inh
CCOc1ccc(CC(=O)OCc2cc(=O)n3cc(Br)ccc3n2)cc1	1%	29%	-4%	0%	-2%	-5%	3%	-1	4%	1%	-1%
O=C(CN1C(=O)NC2(CCOc3ccccc32)C1=O)c1ccc(Br)cc1 (centres undefined)	-1%	-6%	3%	3%	-7%	-3%	-1%	-5	5%	3%	0%
CCCCCCCCCCC(C)(C)C(=O)Nc1c(OC)cc(OC)cc1OC	-6%[46.1 µM]	0%	-3%	1%[46.1 µM]	nt	nt	-9%	nt	nt	nt	nt
CC(OC(=O)Cc1coc2ccc3ccccc3c12)C(=O)NC(N)=O (centres undefined)	-2%	6%	-1%	-1%	-1%	5%	-15%	18	5%	1%	2%
CCCN(N=Nc1cccc([N+](=O)[O-])c1)c1cccc([N+](=O)[O-])c1	5%	0%	13%	-3%	-4%	-1%	-36%	9	0%	-1%	-7%
CCOC(=O)C1CCN(C(=O)c2ccc(S(=O)(=O)Nc3ccccc3OC)cc2)CC1	-2%	nt	nt	-4%	8%	-1%	-20%	0	-1%	-1%	-10%
Cc1cccc(C(=O)NNC(=O)c2csc(N3CCOCC3)n2)c1C	1%	nt	nt	1%	3%	-8%	-5%	3	-14%	-2%	?
Cc1ccc(S(=O)(=O)n2nc(OC(=O)c3ccccc3C)cc2N)cc1	2%	-10%	1%	-1%	10%	2%	-20%	0	2%	3%	12%
O=C(c1ccc2c(c1)OCO2)N1CCN(S(=O)(=O)c2ccc(Br)cc2Cl)CC1	1%	nt	nt	4%	-8%	1%	-23%	0	-2%	2%	-28%
O=C(NC1CCCCC1)C(c1ccc2ncccc2c1)N(Cc1ccc2c(c1)OCO2)C(=O)c1ccc2c(c1)OCCO2 (centres undefined)	-2%	-31%	-14%	-7%	-3%	1%	-6%	1	0%	-3%	?
Cc1noc(C)c1NC(=O)N(C)C[C@H]1Oc2ccc(NS(=O)(=O)c3ccc(F)cc3)cc2C(=O)N([C@H](C)CO)C[C@@H]1C	nt	nt	nt	nt	10%	8%	-13%	nt	nt	4%	0%
O=C(CNc1cc(S(=O)(=O)N2CCOCC2)ccc1NCC1CCCO1)Nc1ccc(F)c(F)c1 (centres undefined)	-2%[1.84 µM]	?	-5%	5%	-14%	-2%	-13%	22	-2%	13%	?
COc1ccccc1OCC(=O)NNC(=O)c1cccs1	-2%	-7%	-10%	0%	-3%	2%	-10%	-4	?	5%	9%
O=C(CN1CCCCC1)Nc1cccc([N+](=O)[O-])c1	4%	14%	-4%	-1%	2%	-8%	10%	-4	-1%	3%	15%
CCc1nnc(NS(=O)(=O)c2ccc(NC(=S)NC(=O)/C=C/c3ccc(F)cc3)cc2)s1	1%	2%	1%	-3%	4%	2%	1%	-2	-1%	0%	10%
Cc1cccc(-c2nc(CSc3nc4c(c(=O)[nH]3)CCC4)c(C)o2)c1	-5%	-23%	5%	0%	-2%	0%	0%	-3	-21%	-5%	-29%
COc1cc(CNCc2cccs2)ccc1OCc1ccccc1	4%	39%	12%	12%	0%	-4%	74%	12	?	1%	13%
CCOc1ccc2oc(C(=O)NC3CC(C)(C)NC(C)(C)C3)c(C)c2c1	-3%	-10%	1%	0%	7%	1%	-24%	-6	-3%	6%	?
Cc1c(Cl)c([N+](=O)[O-])nn1CC(=O)NCC(C)C	-4%	7%	-4%	-2%	12%	-8%	-7%	3	-11%	0%	1%
COC(=O)c1cc(NS(=O)(=O)c2ccc(Cl)c(N3C(=O)c4ccc(C(=O)O)cc4C3=O)c2)cc(C(=O)OC)c1	-1%	-1%	-4%	-1%	-1%	22%	-24%	1	-9%	-1%	0%
C/C(=N/OC(=O)c1c(-c2c(Cl)cccc2Cl)noc1C)c1cnccn1	2%	1%	10%	-3%	-3%	-3%	-16%	6	-2%	-3%	4%
CCN1CCN(C2=CC3=CC(=C(C#N)C#N)CCC3CC2)CC1 (centres undefined)	4%	1%	-8%	-4%	3%	-1%	-25%	99*	-2%	-3%	11%
CCCNC(=O)CSc1nc(Cc2ccccc2)nc2ccccc12	4%	?	14%	3%	-53%[inhibitor]	1%	-54%	25	3%	0%	-14%
O=C(CSc1ccccc1C(=O)NCCCN1CCCC1=O)NCc1ccco1	-4%	0%	?	-1%	22%	-3%	0%	2	0%	0%	16%
O=C(COC(=O)C1(c2ccc(F)cc2)CCCC1)NCc1ccc2c(c1)OCO2	-9%	55%	?	-2%	-15%	2%	-8%	?	4%	-2%	?
O=C(CNCC1CCCCC1)Nc1ccccc1N1CCCCC1	-5%	-23%	-6%	-5%	8%	1%	-42%	?	-3%	-1%	-8%
Cc1ccc(-c2noc(CCCc3ccccc3)n2)cc1	10%	0%	-10%	29%	25%	-13%	103%	21	24µM*	14%	?
CC1(C)C(=O)Nc2ccccc2N1C(=O)COC(=O)c1cc([N+](=O)[O-])ccc1N	-3%	21%	-13%	0%	-10%	3%	-24%	1	1%	-5%	?
CNC(=O)/C(=C\c1cccc(Oc2ccccc2)c1)NC(=O)c1ccccc1	-4%	-15%	0%	-4%	-8%	3%	-23%	0	5%	0%	-2%
Cc1cc(NC(=O)CN2CCCC(C)C2)n(-c2nc3ccccc3s2)n1 (centres undefined)	nt	1.6µM*	15%	nt	nt	nt	-10%	9	-1%	nt	nt
Cc1[nH]c(C(=O)N/N=C/c2ccc(N(C)C)cc2)c(C)c1C(=O)N/N=C/c1ccc(N(C)C)cc1	3%	-28%	-2%	15%	1%	1%	32%	5	?	2%	-3%
CC(C)NC(=O)C(c1ccc(F)cc1)N(C(=O)CCC(=O)Nc1ccccn1)c1cccc(F)c1 (centres undefined)	5%	14%	-3%	1%	-7%	0%	1%	-3	0%	-2%	4%
COCC(C)N=C1NN=C(c2cc(C)n(Cc3ccccc3Cl)c2C)CS1 (centres undefined)	?	-31%	-11%	?	3%	3%	55%	1	7.6µM*	?	?
O=C(CCNS(=O)(=O)c1ccc(Cl)cc1)N1CCOCC1	6%	-33%	2%	-5%	23%	2%	-11%	11	-2%	2%	2%
COc1ccc(CCC(=O)NC(C)C2CCCO2)cc1 (centres undefined)	-1%	-25%	-3%	-1%	?	-3%	-3%	3	0%	0%	8%
Cc1ccc(NC(=O)c2cccc(-n3cnnn3)c2)cc1Cl	1%	nt	nt	6%	-3%	-9%	-9%	4	nt	0%	-6%
COc1ccccc1-c1ccc(C(=O)O)o1	9%	-8%	4%	7%	?	8%	?	2	?	?	?
Cc1nc2ccc(Br)cn2c1NC(C)(C)C	3%	14µM*	?	-7%	-8%	-7%	2%	11	-3%	-4%	-25%
CC(C)Oc1ccc(N2CC(C(=O)OCC(=O)NCc3ccccc3)CC2=O)cc1 (centres undefined)	-7%	8%	2%	-1%	8%	-1%	-3%	-3	2%	0%	6%
COc1ccc(-c2cn(Cc3ccc(C(=O)c4ccccc4)cc3)nn2)cc1	?	?	?	?	nt	7%	87%	3	11µM*	18µM*	?
O=C(CCc1ccccc1)NC1CCS(=O)(=O)C1 (centres undefined)	-2%	nt	nt	-5%	1%	-11%	-6%	1	10%	8%	7%
CCOC(=O)c1[nH]c(C)c(CN(CCc2ccccc2)S(C)(=O)=O)c1C	1%	-38%	-2%	-3%	-1%	3%	0%	nt	1%	-2%	-18%
O=C(CCc1cn(Cc2ccc(F)cc2)c2ccccc12)N1CCOCC1	-1%	11%	?	-4%	-1%	6%	20%	?	5%	-5%	0%
Cc1ccc(C2=NN=C(NC(=O)CSc3nnc4c5ccccc5n(C)c4n3)SC2)cc1	2%	20%	0%	15%	24%	3%	4%	-1	?	-1%	?
CN(CC(=O)Nc1c(Cl)cccc1Cl)C(=O)C1CSC2(C)CCC(=O)N12 (centres undefined)	-7%	nt	nt	0%	-4%	-8%	-8%	-1	-1%	-1%	-2%
c1ccc2c(c1)ncc1cccn12	13%	-16%	7%	-1%	1%	-8%	5%	0	-3%	-8%	?
COc1ccc(N2CCN(Cc3cc4c(cc3O)CCC4)CC2)cc1	8%	5%	-1%	-1%	1%	-3%	-50%	-2	-3%	1%	-20%
